rCAG RNA binder: binders of r(CAG) RNA repeats, primary screen, biochemical, fluorescence; r(CAG) RNA repeat, TO-PRO-1 dye displacement fluorescence; inhibition, % at 3 µM; actives 1.3% (n = 370,000);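 active means inhibition above the plate cutoff, the mean of all test compounds on that plate plus 3 SD, cut at about 35% in these data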;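 further: 0% = DMSO alone and 100% = 100 µM mitoxantrone as full dye displacement; higher means more dye released from RNA so lower well fluorescence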
UHRF1 binding: UHRF1 methylated DNA binding inhibitors, primary screen, counter-screen for MBD2 inhibitor project, biochemical, TR-FRET, human UHRF1, single concentration. E3 ubiquitin-protein ligase UHRF1 (Homo sapiens), Q96T88. UHRF1 binding to methylated oligo. inhibition, % at 4.4 µM. actives 0.75% (n = 370,000). AID 687016, 2013; in the data active means inhibition above about 21%;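 further: UHRF1 SRA domain binding a hemimethylated CpG hairpin DNA probe; 0% = median of test compound wells and 100% = reference inhibitor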
mABHD4 FP: ABHD4 inhibitors, primary screen, biochemical, fluorescence polarization, mouse. inhibition, % at 8.92 µM. AID 720543, 2013. (Lyso)-N-acylphosphatidylethanolamine lipase (Mus musculus), Q8VD66. actives 0.54% (n = 370,000). purified mABHD4, FP-Rh probe fluorescence polarization;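 active means inhibition exceeding the mean over every tested compound plus 3 SD, cut at about 30% in these data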;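 further: 0% = plate median of compound wells and 100% = S159A mutant with DMSO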
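Assay system: wild-type mouse ABHD4 protein; compound: single nominal dose of 8.92 µM, 0.89% DMSO final; schedule: 45 min + 60 min at 25 °C; measured by: FP readout, ex 525 nm / em 598 nm; evaluation: % inhibition of FP-Rh probe binding versus controls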
HTRA1 inhibitor: HTRA1 serine protease inhibitors, primary screen, biochemical, fluorescence polarization, HTS; inhibition, % at 5.96 µM; Q92743; recombinant HTRA1, FP-rhodamine activity-based probe; actives 0.5% (n = 340,000); in the data active means inhibition above about 36%;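 further: 0% = enzyme with DMSO and 100% = wells lacking enzyme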
SIAE primary: human SIAE inhibitors, primary screen, biochemical, fluorescence polarization, FP-Rh probe, 1536-well HTS. SIAE FP-Rh probe binding. inhibition, % at 9.66 µM. AID 1053197, 2014. actives 0.69% (n = 370,000);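 active means inhibition above a cutoff: mean of compounds within the control limits plus 3 SD of those, cut at about 17% in these data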;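 further: 0% = plate median of compound wells and 100% = probe without SIAE protein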
NPR1 activator: GC-A stimulated cGMP production enhancers – HEK293 GC-A cells, cGMP TR-FRET, EC30 ANP, primary screen; 0% at EC30 ANP, 100% saturating ANP; activation, % at 10 µM; actives 0.14% (n = 370,000); AID 1671463, 2021; in the data active means activation above about 40%
MBD2 inh: inhibitors of MBD2 binding to methylated DNA, primary screen, biochemical, TR-FRET, DNA-binding domain, human; MBD2 binding to methylated oligonucleotide; inhibition, % at 4.4 µM; Methyl-CpG-binding domain protein 2 (Homo sapiens), Q9UBB5; actives 0.31% (n = 370,000); in the data active means inhibition above about 13%
PRMT1 inh: PRMT1 methyltransferase inhibitors, primary screen, biochemical, fluorescence polarization; inhibition, % at 2.79 µM; recombinant PRMT1, activity-based probe fluorescence polarization; actives 1.3% (n = 370,000);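 active means inhibition above about 21% made by adding two undisclosed values, limit read from the data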
TCR-CD3 inh: inhibitors of human TCR-CD3 interaction, primary screen, biochemical, fluorescence, TAMRA-labeled TCR probe. inhibition, % at 9.4 µM. T-cell receptor (TCR). AID 651800, 2012. actives 0.37% (n = 360,000); in the data active means inhibition above about 19%;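 further: recombinant mutant TCR 2C K166C tagged with TAMRA read by polarization; 0% = receptor in buffer alone and 100% = receptor with positive control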
GC-B act: human GC-B receptor activators, primary screen, HEK293 GC-B cells, cGMP TR-FRET, EC30 CNP; actives 0.11% (n = 370,000); Atrial natriuretic peptide receptor 2 (Homo sapiens), P20594; activation, % at 10 µM; 0% at EC30 CNP, 100% saturating CNP; AID 1920062, 2024;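 active means activation at 10 µM reaching about 35% in either raw or pattern-adjusted values, limit read from the data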
Target sequence (P20594 whole entry, looked up): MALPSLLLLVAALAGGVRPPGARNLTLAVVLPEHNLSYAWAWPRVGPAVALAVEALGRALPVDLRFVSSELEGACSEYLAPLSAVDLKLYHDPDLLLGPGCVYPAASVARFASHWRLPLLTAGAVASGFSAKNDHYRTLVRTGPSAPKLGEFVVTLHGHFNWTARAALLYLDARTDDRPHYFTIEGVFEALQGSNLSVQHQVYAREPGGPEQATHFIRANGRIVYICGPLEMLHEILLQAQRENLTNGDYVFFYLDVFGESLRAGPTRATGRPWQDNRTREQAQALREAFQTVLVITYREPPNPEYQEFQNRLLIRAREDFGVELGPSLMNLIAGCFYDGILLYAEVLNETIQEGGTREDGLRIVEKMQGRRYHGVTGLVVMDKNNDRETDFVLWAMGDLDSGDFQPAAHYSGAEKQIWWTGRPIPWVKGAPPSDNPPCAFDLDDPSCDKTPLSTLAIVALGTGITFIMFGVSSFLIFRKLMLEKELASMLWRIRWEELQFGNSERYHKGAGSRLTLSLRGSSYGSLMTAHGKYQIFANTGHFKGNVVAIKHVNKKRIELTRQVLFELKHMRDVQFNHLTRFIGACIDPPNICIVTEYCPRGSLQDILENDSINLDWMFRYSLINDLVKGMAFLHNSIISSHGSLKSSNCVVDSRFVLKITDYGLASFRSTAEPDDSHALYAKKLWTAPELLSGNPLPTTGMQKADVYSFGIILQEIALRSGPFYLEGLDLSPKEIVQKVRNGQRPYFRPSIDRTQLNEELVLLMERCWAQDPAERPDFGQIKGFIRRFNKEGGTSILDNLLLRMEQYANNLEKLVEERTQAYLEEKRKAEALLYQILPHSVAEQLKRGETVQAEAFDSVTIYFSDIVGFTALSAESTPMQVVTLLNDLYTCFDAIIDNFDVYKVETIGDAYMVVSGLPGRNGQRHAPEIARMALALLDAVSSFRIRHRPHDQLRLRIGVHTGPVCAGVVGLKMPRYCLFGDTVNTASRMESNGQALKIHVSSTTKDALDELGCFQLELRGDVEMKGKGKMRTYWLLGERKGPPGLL
* marks the source's active call; other numbers are inactive results; . = no result given.

SMILES	rCAG RNA binder	UHRF1 binding	mABHD4 FP	HTRA1 inhibitor	SIAE primary	NPR1 activator	MBD2 inh	PRMT1 inh	TCR-CD3 inh	GC-B act
O=C(COC(=O)CCN1C(=O)/C(=C\C=C\c2ccccc2)SC1=S)Nc1cc(F)ccc1F	38*	3	0	-25	-18	-6	1	16	-7	-3
Cc1cc(-n2c(C)cc(C(=O)CCl)c2C)no1	-3	-1	2	-2	6	5	4	3	-4	8
Cc1ccc(NC(=S)NCc2ccc(F)cc2)c(C)c1	-5	0	-2	-2	1	-1	2	3	-4	2
CC(NC(=O)c1cc2c(s1)CS(=O)(=O)C2)c1ccccc1 (stereo not given)	10	0	-9	-2	-1	-1	-3	5	-4	3
CC(C)CCN(C(=S)Nc1cccc(C(F)(F)F)c1)C(C)c1ccccn1 (stereo not given)	-9	0	-2	-9	-1	-8	4	-1	0	-3
c1ccc(COc2ncnc3c2ncn3CCCN2CCN(c3ccccn3)CC2)cc1	-1	-2	-2	6	0	1	-3	2	-1	-3
O=[N+]([O-])c1cccc(C(=NCc2ccccc2)NO)c1	1	5	-6	2	1	-1	-4	-3	-11	-2
CCCOc1ccc(C(=O)N2CCCC2)cc1OC	3	1	0	-5	0	-3	-3	0	3	11
O=C(COc1coc(CN2CCc3ccccc3C2)cc1=O)Nc1ccc(F)cc1	-4	4	-4	-2	-3	1	-1	-5	-2	1
NC(=O)C1CCN(Cc2nc3cc(C(F)(F)F)ccc3c(=O)[nH]2)CC1	1	-1	-2	3	1	1	1	0	4	-2
CN(C)S(=O)(=O)c1cccc(NC(=O)COC(=O)c2cccn2C)c1	1	-1	-2	-2	1	0	0	1	0	3
COC(=O)c1ccc(CSc2nc3c(c(=O)n2-c2ccc(Br)cc2)SCC3)o1	6	-1	-5	-24	-5	-6	-2	3	2	-6
O=S(=O)(Nc1cccnc1Cl)c1ccc(-c2ccccc2)cc1	21	2	-3	-13	2	1	6	3	1	1
COc1cccc(C2NC(CCSC)(C(=O)O)C3C(=O)N(C(C)C)C(=O)C23)c1O (stereo not given)	4	-1	-2	-5	21*	-1	0	-2	-1	5
COC(=O)c1ccc(CN2CCN(CCc3ccccc3)C(CCO)C2)cc1 (stereo not given)	-9	5	-2	7	4	4	-5	0	6	3
COc1ccc(NS(=O)(=O)N2CCCCC2)cc1	4	-1	-1	0	-1	-3	-3	-1	5	3
COc1ccc(C(=O)Nc2nnc(S(=O)(=O)N(C)Cc3ccccc3)s2)cc1	5	2	1	-2	-3	4	-2	0	6	-4
CCCCOc1ccc(C(=O)NCC(=O)NC2CCN(Cc3ccccc3)CC2)cc1	-10	-2	6	1	-10	11	-1	1	7	-5
O=C1C2CC=CCC2C(=O)N1Cc1nnc(-c2ccccc2Br)o1 (stereo not given)	12	-2	10	3	13	4	-4	-3	2	-8
CCn1c(CNc2ccc(Cl)cc2)nnc1SCc1ccc(C)cc1	-5	3	6	-16	-2	-9	3	4	-4	-6
O=C(CCSc1nnc(-c2ccncc2)o1)Nc1ccc(F)cc1	-5	-1	13	2	4	-1	5	3	-7	-4
COc1ccc(C2CC(c3ccc(Cl)cc3Cl)Nc3nc(N)nn32)cc1OC (stereo not given)	0	2	3	0	3	3	1	1	-3	0
CCOc1ccccc1C(C(=O)NC1CCCC1)N(C(=O)c1csnn1)C1CC1 (stereo not given)	0	-2	4	0	3	-7	1	0	6	-13
CS(=O)(=O)N1CCN(c2ccccc2NC(=O)c2cccc3ccccc23)CC1	3	-1	4	-3	-8	-3	-2	1	-1	2
O=C(Cn1nnc(-c2ccccc2)n1)c1ccccc1	-3	4	-5	-7	-6	1	5	-1	0	-2

Record cards, as listed above.
O=[N+]([O-])c1cccc(C(=NCc2ccccc2)NO)c1 in the list: rCAG RNA binder: 1; UHRF1 binding: 5; mABHD4 FP: -6; HTRA1 inhibitor: 2; SIAE primary: 1; NPR1 activator: -1; MBD2 inh: -4; PRMT1 inh: -3; TCR-CD3 inh: -11; GC-B act: -2
CCCCOc1ccc(C(=O)NCC(=O)NC2CCN(Cc3ccccc3)CC2)cc1 in the list: rCAG RNA binder: -10; UHRF1 binding: -2; mABHD4 FP: 6; HTRA1 inhibitor: 1; SIAE primary: -10; NPR1 activator: 11; MBD2 inh: -1; PRMT1 inh: 1; TCR-CD3 inh: 7; GC-B act: -5

In the list so far, these have bromine.
SMILES	rCAG RNA binder	UHRF1 binding	mABHD4 FP	HTRA1 inhibitor	SIAE primary	NPR1 activator	MBD2 inh	PRMT1 inh	TCR-CD3 inh	GC-B act
COC(=O)c1ccc(CSc2nc3c(c(=O)n2-c2ccc(Br)cc2)SCC3)o1	6	-1	-5	-24	-5	-6	-2	3	2	-6
O=C1C2CC=CCC2C(=O)N1Cc1nnc(-c2ccccc2Br)o1 (stereo not given)	12	-2	10	3	13	4	-4	-3	2	-8

Next compounds:
SMILES	rCAG RNA binder	UHRF1 binding	mABHD4 FP	HTRA1 inhibitor	SIAE primary	NPR1 activator	MBD2 inh	PRMT1 inh	TCR-CD3 inh	GC-B act
CC(C)Oc1ccc(CCC(=O)NNC(=S)NCc2ccccc2)cc1	-4	0	6	2	1	4	3	2	-4	6
CCC1(c2ccccc2)NC(=O)N(CC(=O)Nc2ccccc2N2CCCCC2)C1=O (stereo not given)	-4	4	-24	-14	1	-6	8	3	-2	-13
Cc1ccc(OCC(=O)Nn2c(C)nc3ccccc3c2=O)c(C(C)C)c1	4	-1	-1	-4	-1	1	-1	2	3	5
COc1ccc(CC(=O)N(C)CC(=O)Nc2c(C)cccc2C)cc1S(=O)(=O)N1CCOCC1	2	1	1	-7	13	1	2	0	-3	-6
Clc1ccc(C[n+]2cc(-c3ccccc3)n3c2CCCCC3)c(Cl)c1	1	0	3	-6	12	-1	0	-2	11	-1
CC(C)CCOc1ccccc1C(N)=O	-3	-3	-3	7	-6	1	3	0	0	4
COc1ccccc1C(=O)NCC(=O)OC(C)C(=O)NC(=O)NC1CCCCC1 (stereo not given)	-2	5	2	4	1	-7	5	-1	-7	-5
CC(C)(C)CCN1CCC[C@H](NC(=O)COc2ccc(F)c(Cl)c2)C1	.	3	-1	.	4	-3	0	3	.	-11
COc1ccc(CN2CCN(C(=O)c3ccc(-c4ccccc4)cc3)CC2)c(OC)c1OC	-1	0	3	-2	-5	-4	2	-2	5	3
CN(CCCN1CCOCC1)C(=O)c1ccc2nc(Cc3cccc(Cl)c3)oc2c1	-7	-3	1	-5	-8	1	-5	-3	6	0
CCN1C(C(=O)Nc2cc(C)on2)=C(O)c2ccccc2S1(=O)=O	2	-1	3	1	5	0	6	5	-5	5
Cn1c(CCNC(=O)c2ccco2)nc2ccccc21	-11	-2	-3	6	4	2	-1	-5	6	0
CC1CCc2[nH]c3ccc(C(=O)NCC4CCCO4)cc3c2C1 (stereo not given)	-10	1	4	7	10	2	2	2	-13	-16
CN(C)c1ccc(-c2nc3ccccc3c(=O)[nH]2)cc1	2	18	14	-1	-4	-4	12	0	-8	-5
C/C(Cn1cnc([N+](=O)[O-])n1)=N\NC(=O)c1ccccc1	-1	1	8	7	1	-2	2	1	-3	-2
Cc1cccc(NC(=O)c2sc3nc(-c4ccccc4)cn3c2C)n1	1	1	-3	-27	-8	8	-1	7	-3	6
Cc1ccc(CN(CC(=O)NC2CCCC2)C(=O)c2csnn2)cc1	0	0	0	-6	-1	-2	-8	0	3	4
Cc1ccc(NC(=O)NC(=O)CSc2nnc(-c3ccc(OC(F)F)cc3)n2N)c(C)c1	2	5	-9	-11	1	-2	-1	2	-10	1
Nc1nc(=S)c2ncn(C3OC(CO)CC3O)c2[nH]1 (stereo not given)	0	0	6	-1	7	27	2	6	-2	33
Cc1ccc2nc(SCC(=O)Nc3ccc4c(c3)CCC4)[nH]c2c1	2	3	-5	-30	0	-3	-2	-1	1	-4
COc1ccc(C)cc1NS(=O)(=O)c1ccc2c(c1)N(C(C)=O)CCO2	1	-2	-1	10	-2	4	-5	-7	11	-10
COCCNC(=O)C(NC(=O)C1CCC(C)CC1)C(C)C (stereo not given)	-2	12	1	-2	3	4	-4	-4	7	3
CNC(=O)c1[nH]cnc1C(=O)Nc1ccccc1OC	6	5	-6	1	0	-3	0	-5	3	-6
CC(=O)NNC(=O)N1Cc2ccccc2Oc2ccc(Cl)cc21	3	0	-6	2	1	-2	-2	-3	3	-4
CN(C(=O)COC(=O)c1c[nH]c2ccccc12)c1ccccc1	1	2	-2	-6	1	2	-8	-3	-2	-2
Cc1c([N+](=O)[O-])ccc(S(=O)(=O)N2CCC(C(N)=O)CC2)c1C	0	-1	1	-1	-2	1	0	3	-3	4
Cc1ccc(SCc2cc(=O)[nH]c(N3CCN(C)CC3)n2)cc1	-1	5	3	1	7	8	3	-3	-4	9
N#Cc1ccc(C(=O)OCc2cccc(S(=O)(=O)N3CCOCC3)c2)cc1	-5	18	-3	-13	3	2	9	-2	1	5
Cc1nc(NC(=O)c2cnccn2)ccc1Br	1	0	1	4	7	1	-2	-3	-3	0

Some of the entries so far, in CSV form:
Compound,rCAG RNA binder,UHRF1 binding,mABHD4 FP,HTRA1 inhibitor,SIAE primary,NPR1 activator,MBD2 inh,PRMT1 inh,TCR-CD3 inh,GC-B act
CCC1(c2ccccc2)NC(=O)N(CC(=O)Nc2ccccc2N2CCCCC2)C1=O (stereo not given),-4,4,-24,-14,1,-6,8,3,-2,-13
Cc1ccc(OCC(=O)Nn2c(C)nc3ccccc3c2=O)c(C(C)C)c1,4,-1,-1,-4,-1,1,-1,2,3,5
COc1ccc(CC(=O)N(C)CC(=O)Nc2c(C)cccc2C)cc1S(=O)(=O)N1CCOCC1,2,1,1,-7,13,1,2,0,-3,-6
Clc1ccc(C[n+]2cc(-c3ccccc3)n3c2CCCCC3)c(Cl)c1,1,0,3,-6,12,-1,0,-2,11,-1
CC(C)CCOc1ccccc1C(N)=O,-3,-3,-3,7,-6,1,3,0,0,4
COc1ccccc1C(=O)NCC(=O)OC(C)C(=O)NC(=O)NC1CCCCC1 (stereo not given),-2,5,2,4,1,-7,5,-1,-7,-5
CC(C)(C)CCN1CCC[C@H](NC(=O)COc2ccc(F)c(Cl)c2)C1,.,3,-1,.,4,-3,0,3,.,-11

Compound activity (PubChem)

These rows are one share of the data (hit frequency here may not be typical).
